RNase H inhibition: RNase H inhibition, HIV 1 Gag Pol polyprotein, FRET biochemical assay, screening (AID 372) | actives 0.77% (n = 100,000) | one-dose inhibition, % at 10 µM; IC50 in µM for titrated hits | HIV-1 RT RNase H, FRET RNA/DNA substrate fluorescence; higher % means a stronger effect; in the data active = inhibition above about 50%
* hit, by the source's call. A portion of the library; count on the stated rates, not on these rows.

SMILES	RNase H inhibition
COC(=O)CSc1nc(N)c(C#N)c(-c2ccc(OC)cc2)c1C#N	4.0%
O=C(NC(=S)Nc1ccc2nn(-c3cccc4ccccc34)nc2c1)c1ccccc1	7.0%
O=C(NC(=S)Nc1ccc(F)c([N+](=O)[O-])c1)c1cccc(Br)c1	7.0%
C=CCN1C(=O)c2ccccc2C1(O)c1ccc(OC)cc1 (centres undefined)	6.0%
COc1ccc(OC)c(/C=C(\NC(=O)c2ccccc2)C(=O)N=Nc2c(O)n(C)c3c(C)cc(Br)cc23)c1	4.0%
O=[N+]([O-])c1ccc(NCCCNS(=O)(=O)c2ccc(Cl)cc2)c(Cl)c1	5.0%
CCCc1nn2c(N)c(/C=C3\C=C(Br)C=CC3=O)c(=O)nc2s1	8.0%
Cc1ccc(CCS(=O)(=O)c2ccc(C(C)(C)C)cc2)c[n+]1CC(=O)C(C)(C)C	7.0%
CCC1CCCCN1C(=O)c1ccc(OC)cc1 (centres undefined)	11.0%
O=C1NC(=S)N(c2ccccc2)C(=O)/C1=C\c1ccc([N+](=O)[O-])o1	32.0%
NS(=O)(=O)c1ccc(CCNC2CC(=O)N(CCc3ccccc3)C2=O)cc1 (centres undefined)	4.0%
C/C=C/C(=O)N1c2ccc(OC)cc2C(C)=CC1(C)C	17.0%
CCNC(=O)/C(C#N)=C/c1ccc(Cl)cc1Cl	5.0%
COc1ccc(C(=O)NC(=S)Nc2cccc(C(F)(F)F)c2)cc1OC	13.0%
CCOC(=O)c1sc(-n2nc(C)cc2C)nc1C	11.0%
CCOc1cccc(/C=N/NC(=O)CSc2nc3ccccc3n2CC)c1O	13.0%
C=CCOc1ccc(Cl)cc1/C=C1/C(=N)N2N=C(CCC)SC2=NC1=O	6.0%
Cc1ccc(S(=O)(=O)Nc2ccccc2C(O)C[N+](=O)[O-])cc1 (centres undefined)	6.0%
COc1cc(C(=O)NCc2ccc(C(C)C)cc2)cc(OC)c1OC	5.0%
CC1CCN(C(=O)c2ccccc2N(Cc2ccccc2)S(=O)(=O)c2ccccc2)CC1	11.0%
COc1ccc(/C=N/NC(=O)CN2CCCCCCC2)c(C)c1C	9.0%
CC(=O)C1=C(C)NC(=S)NC1c1ccc(O)cc1 (centres undefined)	0.0%
O=C(O)C1C2C=CC(C2)C1C(=O)Nc1cccnc1 (centres undefined)	0.0%
Cc1ccccc1N1C(=O)NC(=O)/C(=C\c2ccc(N3CCCC3)cc2)C1=O	35.0%
COc1ccccc1NC(=O)c1cccc(N2C(=O)c3ccccc3C2=O)c1	12.0%
O=C1NN(c2cccc(Cl)c2)C(=O)/C1=C\c1ccc(-c2cccc(C(=O)O)c2)o1	13.0%
C#CCSc1nc2c(c(=O)n1-c1ccccc1)C1(CCCCC1)Cc1ccccc1-2	10.0%
COc1ccc(CC(=O)NCCC2=CCCCC2)cc1	0.0%
COC(=O)N/N=C\c1ccc(-c2cc(Cl)c(Cl)cc2Cl)o1	29.0%
CC1(c2ccc([N+](=O)[O-])cc2)NN=C(Cc2ccccc2)S1 (centres undefined)	11.0%
Cc1ccc(-c2nc3sc4c(c3c(=O)[nH]2)CCCC4)cc1[N+](=O)[O-]	19.0%
CC(=O)Nc1ccc(S(=O)(=O)N(c2cc([N+](=O)[O-])ccc2F)S(=O)(=O)c2ccc(NC(C)=O)cc2)cc1	5.0%
CCn1cc(/C=C2\C(=O)NC(=O)N(c3ccc(Br)cc3)C2=O)c2ccccc21	0.0%
Cc1ccc(C2/C(=C(\O)c3ccccc3)C(=O)C(=O)N2CCN(C)C)cc1 (centres undefined)	5.0%
CC(=O)NS(=O)(=O)c1ccc(NS(=O)(=O)c2ccc([N+](=O)[O-])cc2)cc1	0.0%
O=C(/C=C/c1ccco1)Nc1sc2c(c1C(=O)O)CCC2	1.0%
O=S(=O)(c1ccc(Cl)cc1)N1c2ccccc2Sc2ccc(C(F)(F)F)cc21	20.0%
O=S(=O)(Nc1ccc(O)cc1)c1ccc(Br)cc1	12.0%
CC12CCC(C(=O)N(c3nc(-c4ccccc4)cs3)C1=O)C2(C)C (centres undefined)	3.0%
CC(O)(C(=O)N/N=C/c1ccccc1)c1ccccc1 (centres undefined)	6.0%
CCCCOc1cccc(C(=O)NC(=S)Nc2ccc(-c3nc4ccccc4o3)c(O)c2)c1	35.0%
COC(=O)c1ccccc1NC1=NS(=O)(=O)c2ccccc21	1.0%
CC(=O)Nc1ccc2c(c1)nc(C)n2C	15.0%
COCCNC(=O)Nc1ccc2nccnc2c1	18.0%
CCCCc1ccc(NC(=S)NC(=O)c2cc(OC)c(OC)c(OC)c2)cc1	12.0%
O=C(COc1ccccc1[N+](=O)[O-])Nc1nc(-c2ccc(Br)cc2)cs1	16.0%
O=[N+]([O-])c1ccc(Cl)cc1NCCOCC(F)(F)F	3.0%
CCOC(=O)c1c(-n2c(C)cc(/C=C(\C#N)C(=O)Nc3ccccc3)c2C)sc2c1CCCC2	24.0%
CCCCCc1ccc(-c2ccc(OC(F)F)cc2)nc1	10.0%
O=C(/C=C/c1ccc(-c2ccc(Cl)cc2Cl)o1)Nc1cccnc1	15.0%
CSc1ccccc1NC(=O)CSc1nc2ccccc2s1	21.0%
Cc1cccc(NC(=O)c2ccc3c(c2)OCO3)n1	16.0%
CC(C)CN1C(=O)N(c2cccc(Cl)c2)C(N(O)C(=O)Nc2cccc(Cl)c2)C1(C)C (centres undefined)	12.0%
N#C/C(=C/c1ccc(Cl)cc1Cl)C(=O)Nc1ccc(Cl)cc1	13.0%
O=C(Nc1ccc(Br)cc1)C1C2C3CCC(C3)C12 (centres undefined)	4.0%
COc1ccc(C(=O)Nc2ccc(S(=O)(=O)Nc3nccnc3OC)cc2)cc1OC	1.0%
COc1cc(/C=N/NC(=O)C(O)(c2ccccc2)c2ccccc2)c(Br)cc1OCC(=O)O	8.0%
Cc1ccc(N(CC(=O)N2CCN(c3ccccc3)CC2)S(C)(=O)=O)c(C)c1	9.0%
Cc1ccccc1NC(=O)/C(C#N)=C\c1cc(C)n(-c2cccc(Cl)c2)c1C	4.0%
CCOC(=O)C1=C(C)N=c2s/c(=C\c3ccc(N(C)C)o3)c(=O)n2C1c1ccc(OCC)cc1 (centres undefined)	14.0%
(continued)
SMILES	RNase H inhibition
O=C(O)/C=C\C(=O)Nc1ccc(Cl)c(C(F)(F)F)c1	6.0%
CC(=O)C1=C(Nc2ccc(Br)cc2)CC(C)(O)C(C(C)=O)C1c1ccc([N+](=O)[O-])cc1 (centres undefined)	4.0%
COc1ccc(NC(=O)/C(C#N)=C\c2ccc(-c3ccc(C)cc3Br)o2)cc1	17.0%
COc1ccc(C(=O)CSc2nnc(-c3ccccc3)n2-c2ccc(Cl)cc2)cc1	6.0%
CC(C)(C)c1ccc(C(=O)Nc2ccc(NC(=O)c3ccc(Cl)cc3Cl)cc2)cc1	36.0%
Cc1cccc(OCC(=O)Nc2ccc(S(=O)(=O)Nc3cc(C)on3)cc2)c1	7.0%
CCCc1noc(-c2ccc(-c3ccc(CC)cc3)cc2)n1	6.0%
COc1cc(/C=C/C(=O)Nc2ccc([N+](=O)[O-])cc2)ccc1OCc1ccc(Cl)cc1	8.0%
CC1=C(C(=O)Nc2cccc(Cl)c2)C(c2ccc(O)cc2)NC(=S)N1 (centres undefined)	0.0%
O=C(N=Nc1c(O)[nH]c2ccc(F)cc12)c1ccccc1O	14.0%
COc1ccc(-c2cc(C(F)(F)F)n3nc(C(=O)NC(C)C)c(Cl)c3n2)cc1	4.0%
O=S(=O)(c1cccc(-c2nnc(-c3ccc(Br)cc3)o2)c1)N1CCOCC1	11.0%
COc1cc(C(=O)n2nc(C)c(Sc3ccc(C)cc3)c2C)cc(OC)c1OC	7.0%
Cc1ccc(S(=O)(=O)Oc2c(C=O)[nH]c3ccccc23)cc1	25.0%
COC(=O)c1ccc(/C=C2\SC(=Nc3ccc(F)cc3)NC2=O)cc1	5.0%
COc1ccc(/C=N/n2c(C)nnc2C)cc1Br	9.0%
CC1CCN(S(=O)(=O)c2ccc(NC(=S)Nc3ccccc3)cc2)CC1	28.0%
Cc1nc(C)c(-c2csc(Nc3cccc(C(=O)O)c3)n2)s1	1.0%
Cc1ccc(-n2nc3cc(C)c(NC(=O)c4ccccc4[N+](=O)[O-])cc3n2)cc1	15.0%
CC1(C)CC2(CCO1)N1CC3(C)CN2CC(C)(C1)C3O (centres undefined)	8.0%
CCOc1cc(/C=N/NC(=O)c2cccnc2)ccc1OC(=O)c1ccc([N+](=O)[O-])cc1	20.0%
Cc1cc(I)ccc1NCn1nnc2ccccc21	20.0%
NC(=O)CSc1nc(-c2ccccc2)c(-c2ccccc2)o1	37.0%
O=c1c(C=Nc2ccc(Cl)c(F)c2)c(O)n(C2CCCCC2)c(=O)n1C1CCCCC1	5.0%
C=C(C)Cn1c(SCC(=O)OC)nc2sc3c(c2c1=O)CCC(C(C)(C)C)C3 (centres undefined)	4.0%
COc1ccc(N(CC(=O)N2CCOCC2)S(=O)(=O)c2ccccc2)cc1	0.0%
CC(C)(C)C(=O)Nc1ccc(NC(=O)C(C)(C)C)c(Cl)c1	8.0%
O=C(Nc1c(-c2ccccc2)nc2ccc(Cl)cn12)c1ccc(F)cc1	8.0%
O=C(O)CCCCCN1C(=O)C(=O)/C(=C(\O)c2ccc(Br)cc2)C1c1ccccc1 (centres undefined)	21.0%
Cc1cc(C)n(-c2ncc([N+](=O)[O-])cc2[N+](=O)[O-])n1	6.0%
C=CCc1cccc2cc(C(=O)N3CCN(C)CC3)c(=O)oc12	10.0%
Cc1ccc(NC(=O)/C(=C\c2ccc([N+](=O)[O-])o2)NC(=O)c2cccc(Br)c2)cc1	8.0%
O=C(Nc1ccc2oc(-c3ccc(Cl)cc3)nc2c1)C(Cl)(Cl)Cl	37.0%
CN1CCN(CCCNc2c([N+](=O)[O-])c(=O)sc3ccccc23)CC1	19.0%
CC(C)OP(=O)(OC(C)C)C(Nc1ccc(Br)cc1)c1ccc(O)cc1 (centres undefined)	0.0%
Cc1cc(OCC(O)CN2CCN(C(c3ccccc3)c3ccccc3)CC2)ccc1C(C)C (centres undefined)	7.0%
CCOC(=O)c1c(NC(=O)c2ccc(OC)c([N+](=O)[O-])c2)sc2c1CC(C)CC2 (centres undefined)	4.0%
Cc1ccc(NCC(=O)N/N=C/c2ccccc2O)c(C)c1	9.0%
Cc1cc(-c2nnc(-c3ccc4c(c3)OCO4)o2)ccc1[N+](=O)[O-]	19.0%
Cc1ccc(C(=O)NCc2ccccc2Cl)c(Cl)c1	5.0%
Cc1cccc(-c2nc3cc(NC(=O)/C=C/c4ccco4)ccc3o2)c1	29.0%
CCNC(=S)N1c2ccccc2NC2=C(C(=O)CC(C)(C)C2)C1c1ccc(N(C)C)cc1 (centres undefined)	9.0%
CC(=O)NC1=NC(=O)/C(=C\c2cccc([N+](=O)[O-])c2)S1	1.0%
O=C1N=C(N2CCOCC2)S/C1=C\c1ccccc1	31.0%
Cc1cc(NC(=O)c2cc3ccccc3oc2=O)ccc1NC(=O)c1ccco1	3.0%
COc1ccc(S(=O)(=O)Nc2ccc(C)c(Cl)c2)cc1Br	30.0%
Cc1ccc(C=Nc2ccccc2C(=O)Nc2ccccc2)s1	0.0%
C=CCNC(=O)C1CC(=O)N(c2ccc(Cl)cc2)C1 (centres undefined)	16.0%

The list goes on; the last two above are carried over.
SMILES	RNase H inhibition
Cc1ccc(C=Nc2ccccc2C(=O)Nc2ccccc2)s1	0.0%
C=CCNC(=O)C1CC(=O)N(c2ccc(Cl)cc2)C1 (centres undefined)	16.0%
Cc1cc(C)nc(N/N=C/c2ccccc2O)n1	5.0%
CC1(C)CC(NC(=O)c2ccc(Cl)c(Cl)c2)CC(C)(CNC(=O)c2ccc(Cl)c(Cl)c2)C1 (centres undefined)	11.0%
COc1ccc(/C=C/c2cc[n+](C)cc2)cc1	2.0%
O=C(COC(=O)c1ccc(C#Cc2ccccc2)cc1)c1ccc(Br)cc1	5.0%
Oc1ccccc1Nc1nnc(-c2ccccc2)c2ccccc12	18.0%
Cc1ccc(NC(=S)NC(=O)c2ccc(C(C)(C)C)cc2)c(O)c1	14.0%
Cc1ccc(C(=O)Nc2ccc(-c3nc4ccccc4o3)cc2)cc1C	4.0%
O=C(Nc1ccccc1)c1c(F)cccc1F	0.0%
CC(C)(C)NC(=O)c1cnn(-c2ccccc2)c1NC(=O)c1ccccc1	4.0%
Nn1cnnc1N/N=C/c1cccc(I)c1	7.0%
CCOC(=O)c1sc(NC(=O)c2nn3c(C(F)(F)F)cc(-c4cccs4)nc3c2Cl)c(C(=O)OCC)c1C	10.0%
Cc1ccc(-c2cc(=O)c3cc(C)ccc3o2)cc1	11.0%
CCOC(=O)C1=C(C)N=c2s/c(=C\c3cccc(OCc4ccccc4)c3)c(=O)n2C1c1ccccc1Cl (centres undefined)	9.0%
COc1cc(C=Nn2c(-c3ccc(C)cc3)n[nH]c2=S)ccc1OC(C)=O	10.0%
Cc1c(NC(=O)Cn2cnc3c2c(=O)n(C)c(=O)n3C)cccc1[N+](=O)[O-]	6.0%
CCCCCOC(=O)Nc1nnc(C)s1	0.0%
CCCCOC(=O)Cn1c(=N)n(CCC)c2ccccc21	6.0%

In the list so far, 14 have fluorine.
SMILES	RNase H inhibition
O=C(NC(=S)Nc1ccc(F)c([N+](=O)[O-])c1)c1cccc(Br)c1	7.0%
COc1ccc(C(=O)NC(=S)Nc2cccc(C(F)(F)F)c2)cc1OC	13.0%
CC(=O)Nc1ccc(S(=O)(=O)N(c2cc([N+](=O)[O-])ccc2F)S(=O)(=O)c2ccc(NC(C)=O)cc2)cc1	5.0%
O=S(=O)(c1ccc(Cl)cc1)N1c2ccccc2Sc2ccc(C(F)(F)F)cc21	20.0%
O=[N+]([O-])c1ccc(Cl)cc1NCCOCC(F)(F)F	3.0%
CCCCCc1ccc(-c2ccc(OC(F)F)cc2)nc1	10.0%
O=C(O)/C=C\C(=O)Nc1ccc(Cl)c(C(F)(F)F)c1	6.0%
O=C(N=Nc1c(O)[nH]c2ccc(F)cc12)c1ccccc1O	14.0%
COc1ccc(-c2cc(C(F)(F)F)n3nc(C(=O)NC(C)C)c(Cl)c3n2)cc1	4.0%
COC(=O)c1ccc(/C=C2\SC(=Nc3ccc(F)cc3)NC2=O)cc1	5.0%
O=c1c(C=Nc2ccc(Cl)c(F)c2)c(O)n(C2CCCCC2)c(=O)n1C1CCCCC1	5.0%
O=C(Nc1c(-c2ccccc2)nc2ccc(Cl)cn12)c1ccc(F)cc1	8.0%
O=C(Nc1ccccc1)c1c(F)cccc1F	0.0%
CCOC(=O)c1sc(NC(=O)c2nn3c(C(F)(F)F)cc(-c4cccs4)nc3c2Cl)c(C(=O)OCC)c1C	10.0%

Screens as filed in PubChem.
